STAT3 activator = IL-6 driven STAT3 reporter potentiators, primary screen, U3A cells, luciferase, luminescence, MLSCN library | IL-6 STAT3-luciferase reporter; 100% = signal with IL-6 EC80 alone | activation (% of control), % at 5.6 µM | 0.91% of 190,000 active | AID 871, 2007;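 active means activation above the screen-wide mean of compound activation plus 3 SD, cut at about 130% in these data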;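 further: 0% = background luminescence of wells with medium and substrate only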
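Material: human U3A cells carrying STAT3-luciferase construct. Measured by: reporter luminescence signal. Timing: compound 1 h, then IL-6 6 h at 37 °C.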
FLuc inhib CS = firefly luciferase enzyme inhibitors, primary screen, artefact control for luciferase-based inhibitor screens, biochemical, luminescence, ATPLite | 10 min | inhibition, % at 10 µM | 1.5% of 200,000 active;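 active means inhibition above about 50% when tested at 10 µM, limit read from the data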
Target sequence (P08659 whole entry, looked up): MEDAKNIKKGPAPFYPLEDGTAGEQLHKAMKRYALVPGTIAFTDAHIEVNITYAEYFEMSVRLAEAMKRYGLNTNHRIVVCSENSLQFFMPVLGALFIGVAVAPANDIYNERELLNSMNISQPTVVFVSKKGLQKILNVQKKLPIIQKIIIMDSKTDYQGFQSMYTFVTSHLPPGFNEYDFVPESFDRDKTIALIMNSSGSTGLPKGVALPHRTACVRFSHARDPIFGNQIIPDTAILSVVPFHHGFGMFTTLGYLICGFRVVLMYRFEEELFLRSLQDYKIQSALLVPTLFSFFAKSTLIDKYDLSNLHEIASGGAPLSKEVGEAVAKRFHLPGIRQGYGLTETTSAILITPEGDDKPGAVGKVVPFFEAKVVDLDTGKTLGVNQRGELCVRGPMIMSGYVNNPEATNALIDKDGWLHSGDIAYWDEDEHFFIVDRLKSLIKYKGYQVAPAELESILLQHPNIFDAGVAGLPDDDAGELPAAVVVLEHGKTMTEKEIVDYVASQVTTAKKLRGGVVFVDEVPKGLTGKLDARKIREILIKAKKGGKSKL
APP 5'UTR act = activators of APP 5'UTR luciferase reporter, primary screen, SH-SY5Y cells. AID 1276, 2008. activation, % at 2 µM. SH-SY5Y APP 5'UTR luciferase reporter, luminescence; zero percent = DMSO vehicle wells. 1% of 190,000 active;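 active means activation above a set limit, based on mean plus 3 SD of controls, cut at about 140% in these data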; further: values of inactives mirror those of a sister screen read the other way
STAT1 activator = STAT1 signaling activators, primary screen, cell-based, HTS, luciferase reporter; NIH 3T3 STAT1-luciferase reporter, IFN-gamma, luminescence; 100% = IFN-gamma alone, no compound; activation (% of control), % at 5.5 µM; 2.6% of 200,000 active;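 active means activation above the screen-wide mean activation plus 3 SD, cut at about 130% in these data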;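 further: raw ratio to IFN-gamma control signal so 100% means no change and 0% no light; values of inactives mirror those of a sister screen read the other way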
STAT3 inh = IL-6 driven STAT3 reporter inhibitors, primary screen, U3A cells, luciferase, luminescence, MLSCN library; IL-6 STAT3-luciferase reporter; host cell line lacks STAT1; inhibition, % at 5.5 µM; 0.89% of 190,000 active; AID 862, 2007;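 active means inhibition above the mean inhibition across all screened compounds plus 3 SD, cut at about 44% in these data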;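 further: 0% = DMSO only wells and 100% = 100 µM nifuroxazide control wells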
ROMK primary = ROMK potassium channel modulators, primary screen, cell-based, thallium flux, MLSMR library. ATP-sensitive inward rectifier potassium channel 1 (Homo sapiens), P48048. Tet-inducible ROMK, thallium flux fluorescence; actives lie on both sides. B-score at 10 µM. 2% of 130,000 active;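 active means signal ratio slope over the read window, or its plate-corrected B-score, at least 3 SD from the plate mean, either direction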;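 further: B-score of the F/F0 ratio slope over 7 to 12 s after thallium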
Target sequence (P48048 whole entry, looked up): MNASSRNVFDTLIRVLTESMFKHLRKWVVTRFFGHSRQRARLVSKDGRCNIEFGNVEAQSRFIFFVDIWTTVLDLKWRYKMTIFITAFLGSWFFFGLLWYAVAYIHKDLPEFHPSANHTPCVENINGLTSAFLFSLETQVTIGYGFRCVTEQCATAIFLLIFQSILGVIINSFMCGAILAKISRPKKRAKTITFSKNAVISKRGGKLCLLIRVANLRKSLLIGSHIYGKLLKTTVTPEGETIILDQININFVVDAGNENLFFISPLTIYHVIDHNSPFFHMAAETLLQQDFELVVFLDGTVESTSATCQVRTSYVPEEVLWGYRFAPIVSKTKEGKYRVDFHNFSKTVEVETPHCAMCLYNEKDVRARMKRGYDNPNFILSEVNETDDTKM
FLuc stim CS = FLuc activators, initial screening, artefact control for FLuc-dependent activation tests, biochemical, ATPlite luminescence | Luciferin 4-monooxygenase (Photinus pyralis), P08659 | ATPlite luciferase biochemical, 10 min; 0 = ATP-free wells, 1 = DMSO control | activation factor at 10 µM | 200,000 tested, under 10 active | AID 1027, 2008;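 active means luciferase activation factor, scaled between plate controls, of at least 2 with compound at 10 µM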
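assay system = Luciferase/luciferin detection reagent, cell-free biochemical luciferase assay | also added = ATP substrate | times = 10 min post-reagent at room temperature | measured by = luminescence from luciferase reaction | measure = luciferase activation, seen as luminescence increase over controls | benchmarks = low control with PBS replacing ATP, high control enzyme plus ATP without compound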
NF-kB expr up = activators of NF-kB expression in neurons, primary screen, cell-based, HTS. human neuronal cells, NF-kB reporter expression; stronger effect = higher value. 1.6% of 190,000 active. fold change at 12.5 µM; in the data active means fold change above about 3.3
STAT1 blocker = STAT1 signaling inhibitors, primary screen, cell-based, HTS, luciferase reporter; 0.35% of 200,000 active; NIH 3T3 STAT1-luciferase reporter, IFN-gamma, luminescence; inhibition, % at 5.5 µM; AID 920, 2007;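 active means inhibition above a set limit, the mean inhibition across all tested compounds plus 3 SD, cut at about 34% in these data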;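 further: 0% = IFN-gamma with DMSO and 100% = IFN-gamma with 300 µM nifuroxazide; values of inactives mirror those of a sister screen read the other way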
APP 5UTR inh = inhibitors of APP translation via 5'UTR reporter, primary screen, APP 5'UTR luciferase, SH-SY5Y cells; 0.82% of 190,000 active; AID 1285, 2008; inhibition, % at 2 µM; SH-SY5Y APP 5'UTR-luciferase reporter, luminescence;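 active means inhibition above a set limit, derived from the sample mean plus 3 SD, cut at about 45% in these data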; further: values of inactives mirror those of a sister screen read the other way
* = called active by the depositor; nt = not tested or not shown.

SMILES	STAT3 activator	FLuc inhib CS	APP 5'UTR act	STAT1 activator	STAT3 inh	ROMK primary	FLuc stim CS	NF-kB expr up	STAT1 blocker	APP 5UTR inh
O=C(c1noc2c1CCc1ccccc1-2)N1CCc2ccccc2C1	98.1	4.0	-1.8	104.3	6.7	0.0633	1	1.35	-3.1	1.8
Oc1ccccc1-c1n[nH]c(=S)n1Cc1ccco1	98.7	10.6	-5.1	103.2	7.4	1.08	0.9	0.98	-3.4	5.1
Cc1cc(-c2csc(NC(=O)c3cccc(S(=O)(=O)N(C)C)c3)n2)c(C)n1-c1ccccc1	97.4	0.3	28.2	102.8	1.6	0.754	1	0.76	-2.8	-28.2
COc1ccc(-c2nn(-c3ccccc3)cc2/C=N/NC(=O)c2cccc(S(=O)(=O)Nc3ccccc3OC)c2)cc1	98.1	-11.1	32.6	111.0	1.3	nt	1.1	0.96	-12.3	-32.6
CC(C)c1ccccc1OCCNC(=O)c1cncc(Br)c1	98.8	-4.4	-2.0	82.5	3.7	-1.08	1	0.87	17.1	2.0
COc1ccc(CCNC(=O)c2ccncc2)cc1OC	98.0	-6.9	12.9	92.1	6.4	nt	1.1	1.26	8.5	-12.9
Cc1cc(C)nc(SCc2cn3cc(Cl)ccc3n2)n1	99.4	2.8	-1.9	108.5	4.3	1.24	1	1.12	-9.4	1.9
CC(=O)c1ccccc1OCCOCCOc1ccccc1C(C)=O	99.6	-6.9	-5.5	94.4	5.1	-0.432	1.1	0.8	6.3	5.5
Cc1cccn2c(=O)c(/C=C(\C#N)S(=O)(=O)c3ccccc3)c(Oc3ccc(Cl)cc3)nc12	97.7	-4.1	11.0	95.4	5.6	nt	1	0.93	5.1	-11.0
CCn1c(C)nc2cc(C(=O)N/N=C(\C)c3ccc(OC)cc3O)ccc21	84.9	-5.3	-41.5	88.2	18.7	0.433	1.1	1.18	12.7	41.5
O=C(CN1CCCCC1)Nc1ccccc1	98.2	-1.6	nt	96.7	8.9	0.116	1	1.07	3.6	nt
COc1ccc(N2CCN(C(=O)C(CCSC)N=C3NS(=O)(=O)c4ccccc43)CC2)cc1 (configuration not stated)	103.5	-6.8	-2.9	94.6	1.0	nt	1.1	1.36	6.0	2.9
CN(CC(=O)NC1CCCc2ccccc21)S(=O)(=O)c1ccc2c(c1)c(=O)n(C)c(=O)n2C (configuration not stated)	108.3	-5.4	-1.4	94.4	-0.6	nt	1.1	1.09	6.2	1.5
CC1=NN(C(=O)c2cccnc2)C(O)(C(F)(F)F)C1 (configuration not stated)	94.4	-4.4	0.3	105.8	13.0	0.143	1	1.1	-7.3	-0.3
CC(C)N(C(=O)C[n+]1ccsc1N)c1ccccc1	97.9	1.1	13.8	94.8	6.8	0.645	1	1	4.2	-13.8
COc1cccc(NS(=O)(=O)CC23CCC(CC2=O)C3(C)C)c1 (configuration not stated)	99.1	-5.6	3.3	103.2	4.6	-1.08	1.1	1.02	-3.5	-3.3
N/C(=N\OC(=O)c1ccc(Cl)cc1Cl)c1ccccc1	72.5	94.9*	174.2*	108.4	41.6	nt	0.1	2.5	-9.3	-174.2
Cc1ccc(Nc2nc3ccccc3[nH]2)nc1	106.5	18.0	100.3	125.1	-4.9	-1.39	0.8	5.38*	-27.2	-100.3
Cc1ccc(S(=O)(=O)NCCC(=O)Nc2ccc(Cl)c(Cl)c2)cc1C	100.0	-2.2	2.4	106.3	-4.5	nt	1	0.93	-6.9	-2.4
COc1ccc(/C=C(\C#N)C(=O)OCC(=O)Nc2c(C)cccc2C(C)C)cc1	105.0	0.6	11.6	100.9	-2.1	0.94	1	1.25	-1.0	-11.6
CCN(CC)c1ccc(NC(=O)c2ccccc2Br)cc1S(=O)(=O)Nc1ccccc1OC	108.2	-3.0	11.6	93.3	-9.8	nt	1	0.85	7.5	-11.6
COc1ccc2c(c1)-c1c(ssc1=S)C(C)(C)N2S(=O)(=O)c1ccc(C)cc1	98.2	-2.0	1.9	86.9	3.0	nt	1	1.31	14.7	-1.9
Cc1ccc(N2C(=O)c3n[nH]c(C)c3C2c2ccccn2)cc1 (configuration not stated)	105.8	-4.5	-5.4	103.0	-3.7	-0.00572	1	1.01	-3.2	5.4
COC(=O)c1sccc1NC(=O)C1CC2CCC1C2 (configuration not stated)	98.9	-3.5	17.6	106.1	5.1	nt	1	0.9	-6.7	-17.6
CCOC(=O)N1CCN(C(=O)COc2ccc3c(c2)C(=O)CC2(CCN(C(C)=O)CC2)O3)CC1	98.7	0.4	-1.2	98.6	7.3	nt	1	1.1	1.6	1.2
SMILES	STAT3 activator	FLuc inhib CS	APP 5'UTR act	STAT1 activator	STAT3 inh	ROMK primary	FLuc stim CS	NF-kB expr up	STAT1 blocker	APP 5UTR inh
O=C(CCCN1C(=O)c2ccccc2C1=O)N1CCc2ccccc2C1	102.7	-5.7	-15.4	103.1	1.2	nt	1.1	1.01	-3.4	15.4
NC1=NC(=O)/C(=C/c2ccsc2)S1	102.7	4.4	-26.9	107.4	-1.3	0.0611	1	1.05	-9.6	26.9
CC1(C)CC(=O)c2cnc3nc4ccccc4n3c2C1	92.4	-6.5	8.9	98.0	14.3	0.274	1.1	0.86	2.0	-8.9
Cc1ccc2nc(N3CCN(C)CC3)c(C#N)cc2c1	103.4	-4.1	10.4	97.7	3.3	nt	1	1.35	2.5	-10.4
CN1/C(=C\C(=O)COC(=O)Cn2nnc(-c3ccccc3)n2)C(C)(C)c2ccccc21	98.5	-7.2	-14.6	91.8	10.6	nt	1.1	0.79	9.0	14.6
CCCC1Cc2c(sc3ncnc(N)c23)CO1 (configuration not stated)	94.0	-4.4	-2.7	105.9	7.2	1.16	1	0.88	-4.4	2.7
O=C(NNC(=O)C12CC3CC(CC(C3)C1)C2)c1cnccn1	108.5	-5.4	0.5	97.2	-7.5	-0.0198	1.1	0.64	3.2	-0.5
Cc1cccc(N(C(=O)Cn2nnc(-c3ccccc3F)n2)C(C(=O)NC(C)(C)C)c2ccncc2)c1 (configuration not stated)	111.1	-7.7	11.9	93.3	-6.5	0.387	1.1	1.01	5.3	-11.9
COc1ccc2nc(NC(=O)CSc3nccc(C)n3)sc2c1	77.7	-3.8	-12.1	92.1	29.1	nt	1	0.79	8.7	12.1
Cc1nnc(NC(=O)c2c(F)c(F)c(F)c(F)c2F)s1	104.8	-7.9	11.8	98.5	-4.3	nt	1.1	1.07	3.7	-11.8
COc1ccc(OC)c(S(=O)(=O)N2CCC(C(=O)Nc3cccc(C)c3C)CC2)c1	97.2	-5.7	-9.6	103.4	8.4	-0.117	1.1	0.98	-3.7	9.6
S=C(Nc1ccc(OCc2ccccc2)cc1)Nc1cccc(Cl)c1Cl	102.5	-3.6	4.3	102.5	-8.2	nt	1	0.89	-2.7	-4.3
Cc1ccc(-n2nc3c(c2NC(=O)c2ccc(S(=O)(=O)N4CCOCC4)cc2)CSC3)c(C)c1	108.1	-6.4	-11.2	103.3	-6.7	nt	1.1	1.2	-3.6	11.2
O=C(NCc1ccccn1)C1CCN(S(=O)(=O)c2ccccc2)CC1	101.7	-9.9	2.8	99.8	0.7	0.00271	1.1	1.35	0.2	-2.8
CCCNC(=O)N1CCN(S(=O)(=O)c2ccc(C)cc2)CC1	99.3	-0.4	-3.4	97.6	10.6	nt	1	1.29	2.6	3.4
Cc1ccc(-n2nnc3c(=O)n(CC(=O)N4CCOCC4)cnc32)cc1	95.0	-4.4	-21.8	101.0	11.2	nt	1	0.99	-1.1	21.8
CC(C)(C)c1cc(NC(=O)C2CCCO2)no1 (configuration not stated)	110.4	5.8	26.5	118.6	-10.1	0.136	0.9	1.24	-21.3	-26.5
N#Cc1c(-c2ccc(F)cc2)cc(C2CC2)nc1SCC(=O)c1cccs1	105.5	-5.7	29.3	103.5	-11.9	nt	1.1	0.95	-3.8	-29.3
O=C(NCc1ccccc1)C1CCCN(S(=O)(=O)c2cccnc2)C1 (configuration not stated)	103.2	0.1	-6.4	94.7	-4.0	nt	1	0.92	5.8	6.4
CCOC(=O)N1CCC(NC(=O)C2CCCN2C(=O)OCc2ccccc2)CC1 (configuration not stated)	105.0	-7.6	-14.8	98.8	-2.9	nt	1.1	1.05	1.4	14.9
c1ccc2sc(NN=C3CCCCCC3)nc2c1	40.1	89.0*	149.1*	66.4	75.4*	0.984	0.1	2.94	34.3*	-149.1
Cn1c(-c2ccc(Cl)cc2)cnc1NCc1cc2c(cc1[N+](=O)[O-])OCO2	100.9	-1.5	11.8	105.9	-3.6	-1.88	1	1.15	-6.6	-11.8
COc1ccc(/C(O)=C2/C(=O)C(=O)N(c3ncccn3)C2c2ccc(OC)cc2)cc1 (configuration not stated)	92.9	-7.8	5.8	105.9	11.7	-0.177	1.1	1.02	-6.5	-5.8
C[n+]1cn(CC(O)COCc2ccccc2)c2ccccc21 (configuration not stated)	108.8	-6.1	3.8	108.9	-4.9	nt	1.1	1.01	-9.7	-3.8
Cc1cccc(CSc2nnc(-c3ccco3)n2C)c1	90.7	2.8	-4.0	106.8	13.3	-0.611	1	1.26	-7.5	4.0
Cc1ccc(CNC(=O)C2CCCN(S(=O)(=O)c3c(C)n[nH]c3C)C2)cc1 (configuration not stated)	102.2	-10.0	-24.6	95.2	4.4	-1.65	1.1	1.09	5.2	24.6
CCC1CN(C(=O)Nc2cccc(C)c2)c2cc(C)ccc2O1 (configuration not stated)	114.5	-4.5	-16.2	101.1	-10.3	0.1	1	1.22	-1.3	16.2
COc1cccc(CNC(=S)Nc2cc(C)cc(C)c2)c1	96.8	-7.5	-6.0	98.5	6.2	1.24	1.1	1.22	0.9	6.0
CC(C)CC(=O)Nc1ccccc1Oc1ccccc1	103.2	-3.7	-17.8	101.3	2.3	-0.224	1	1.29	-1.4	17.8

Ordered by length of the SMILES (largest number first): part of the list above
SMILES	STAT3 activator	FLuc inhib CS	APP 5'UTR act	STAT1 activator	STAT3 inh	ROMK primary	FLuc stim CS	NF-kB expr up	STAT1 blocker	APP 5UTR inh
Cc1cccc(N(C(=O)Cn2nnc(-c3ccccc3F)n2)C(C(=O)NC(C)(C)C)c2ccncc2)c1 (configuration not stated)	111.1	-7.7	11.9	93.3	-6.5	0.387	1.1	1.01	5.3	-11.9
O=C(CCCN1C(=O)c2ccccc2C1=O)N1CCc2ccccc2C1	102.7	-5.7	-15.4	103.1	1.2	nt	1.1	1.01	-3.4	15.4
Cc1nnc(NC(=O)c2c(F)c(F)c(F)c(F)c2F)s1	104.8	-7.9	11.8	98.5	-4.3	nt	1.1	1.07	3.7	-11.8
Cc1cccc(CSc2nnc(-c3ccco3)n2C)c1	90.7	2.8	-4.0	106.8	13.3	-0.611	1	1.26	-7.5	4.0

2 compounds from above with just STAT1 blocker:
Compound | STAT1 blocker
COc1cccc(CNC(=S)Nc2cc(C)cc(C)c2)c1 | 0.9
CC(C)CC(=O)Nc1ccccc1Oc1ccccc1 | -1.4

Compound activity deposited in PubChem by several laboratories.
